Screening data deposited in PubChem by several laboratories.
UHRF1 MBD2 ctr: human UHRF1 methylated DNA binding inhibitors; Q96T88; UHRF1 binding to methylated oligo, TR-FRET; inhibition, % at 4.4 µM; 0.75% of 370,000 active; AID 687016; in the data active = inhibition above about 21%;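 also: UHRF1 SRA domain binding a hemimethylated CpG hairpin DNA probe; 0% = median of test compound wells and 100% = reference inhibitor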
TCR-CD3 inh: blocks the human TCR-CD3 interaction; TAMRA-labeled TCR probe fluorescence, biochemical; inhibition, % at 9.4 µM; 0.37% of 360,000 active; in the data active = inhibition above about 19%;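 also: recombinant mutant TCR 2C K166C tagged with TAMRA read by polarization; 0% = receptor in buffer alone and 100% = receptor with positive control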
NR1D1 modulator: Rev-erb alpha (human) modulation; activity, % at 10 µM; P20393; 0.79% of 370,000 active; Rev-erbα–FITC-DNA binding, fluorescence polarization, 90 min;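 active = activity above about 14%, limit read from the data; passing the limit was not always enough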;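 also: 0% = DMSO wells with 35 nM protein and 100% = DMSO wells with 750 nM protein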
Target sequence (P20393 whole entry, looked up): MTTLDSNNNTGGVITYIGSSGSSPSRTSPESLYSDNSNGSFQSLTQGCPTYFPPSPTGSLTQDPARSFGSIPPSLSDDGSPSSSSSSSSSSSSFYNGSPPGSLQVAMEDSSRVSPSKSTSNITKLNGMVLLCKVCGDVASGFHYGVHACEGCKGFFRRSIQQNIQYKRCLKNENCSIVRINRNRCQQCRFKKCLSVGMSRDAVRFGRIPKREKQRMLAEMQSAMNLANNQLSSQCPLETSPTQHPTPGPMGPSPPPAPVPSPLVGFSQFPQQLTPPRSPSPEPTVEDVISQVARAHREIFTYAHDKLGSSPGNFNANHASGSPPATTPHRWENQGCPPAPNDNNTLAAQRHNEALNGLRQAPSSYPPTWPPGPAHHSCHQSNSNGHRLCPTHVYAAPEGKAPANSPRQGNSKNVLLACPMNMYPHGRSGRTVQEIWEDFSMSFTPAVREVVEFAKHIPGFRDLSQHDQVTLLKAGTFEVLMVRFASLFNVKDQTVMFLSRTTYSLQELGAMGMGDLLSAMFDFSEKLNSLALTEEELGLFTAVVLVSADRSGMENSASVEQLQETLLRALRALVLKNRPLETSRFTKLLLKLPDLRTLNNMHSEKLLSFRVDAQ
LEDGF integ inh: blocks HIV-1 LEDGF/p75-dependent DNA integration | TR-FRET IN-LEDGF/p75 DNA integration, Eu/Cy5 | inhibition, % at 3.7 µM | 0.64% of 370,000 active;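 active = inhibition above the screen-wide mean plus 3 SD, cut at about 13% in these data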;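 also: signal is the Cy5 over europium emission ratio at 671 and 618 nm; 0% = plate median of compound wells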
rCAG binder: binds r(CAG) RNA repeats | r(CAG) RNA repeat, TO-PRO-1 dye displacement fluorescence | inhibition, % at 3 µM | 1.3% of 370,000 active | AID 651821;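 active = inhibition above the plate cutoff, the mean of all test compounds on that plate plus 3 SD, cut at about 35% in these data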;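 also: 0% = DMSO alone and 100% = 100 µM mitoxantrone as full dye displacement; higher means more dye released from RNA so lower well fluorescence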
mABHD4 FP: inhibitors of mouse ABHD4 | Q8VD66 | purified mABHD4, FP-Rh probe fluorescence polarization | inhibition, % at 8.92 µM | 0.54% of 370,000 active | AID 720543;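 active = inhibition exceeding the mean over every tested compound plus 3 SD, cut at about 30% in these data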;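 also: 0% = plate median of compound wells and 100% = S159A mutant with DMSO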
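Assay system: mouse ABHD4 enzyme, wild type / Also added: fluorescent activity-based probe FP-Rh / Doses: single nominal dose of 8.92 µM, 0.89% DMSO final / Timing: 45 min compound pre-incubation plus 60 min probe step, 25 °C / Signal: FP readout, ex 525 nm / em 598 nm / Control set: S159A mutant/DMSO as 100%, compound-well median as 0%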
MBD2 inh: blocks human MBD2 binding to methylated DNA | TR-FRET, MBD2 binding to methylated oligonucleotide | 0.31% of 370,000 active | Q9UBB5 | AID 686964 | inhibition, % at 4.4 µM; in the data active = inhibition above about 13%
PRMT1 FP inh: PRMT1 (human) inhibition, primary screen. Q99873. recombinant PRMT1, activity-based probe fluorescence polarization. inhibition, % at 2.79 µM. 1.3% of 370,000 active. AID 652257;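 active = inhibition above about 21% made by adding two undisclosed values, limit read from the data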
Target sequence (Q99873 whole entry, looked up): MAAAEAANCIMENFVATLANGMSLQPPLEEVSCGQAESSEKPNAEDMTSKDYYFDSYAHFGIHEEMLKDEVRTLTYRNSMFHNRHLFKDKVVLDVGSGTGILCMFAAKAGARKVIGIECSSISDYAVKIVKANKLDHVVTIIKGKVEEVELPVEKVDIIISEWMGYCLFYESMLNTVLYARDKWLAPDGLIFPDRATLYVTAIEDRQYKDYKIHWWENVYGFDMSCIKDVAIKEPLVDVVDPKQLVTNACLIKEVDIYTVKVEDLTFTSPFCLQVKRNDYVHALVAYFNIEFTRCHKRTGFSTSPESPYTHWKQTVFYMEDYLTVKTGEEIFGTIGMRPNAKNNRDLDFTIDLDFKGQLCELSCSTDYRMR
HTRA1 inh: inhibitors of human serine peptidase HTRA1. Q92743. inhibition, % at 5.96 µM. recombinant HTRA1, FP-rhodamine activity-based probe, fluorescence polarization. 0.5% of 340,000 active. AID 504803; in the data active = inhibition above about 36%;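 also: 0% = enzyme with DMSO and 100% = wells lacking enzyme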
PG9 binder: small molecules binding HIV-1 gp120 antibody PG9; TR-FRET gp120-PG9 antibody binding; inhibition, % at 6.7 µM; 0.43% of 360,000 active; in the data active = inhibition above about 8.5%
The depositor's hits bear a star; . = no result given.

SMILES	UHRF1 MBD2 ctr	TCR-CD3 inh	NR1D1 modulator	LEDGF integ inh	rCAG binder	mABHD4 FP	MBD2 inh	PRMT1 FP inh	HTRA1 inh	PG9 binder
COC(=O)COc1ccc2cccc(-n3cnnn3)c2c1	2	5	-3	8	-1	0	0	-2	0	0.7
O=C(Nn1cnnc1)c1cc(Cl)ccc1Cl	3	-2	-7	4	-2	-2	3	4	0	1.6
COc1ccc(NC(=O)CN(C)C(=O)CCC(=O)c2ccc(C)cc2)cc1	0	-6	-4	-2	1	2	-3	-5	-9	-1.3
CCOC(=O)C1=NOC2(C1)C(=O)Nc1c(Cl)cccc12 (configuration not stated)	0	6	0	-1	2	5	-1	-2	.	2.6
O=C(NCCSc1ccccc1)c1ccccc1	0	2	-4	-1	-2	7	-2	-3	3	0.1
CN(C(=O)COC(=O)c1ccccc1C(=O)N(C)c1ccccc1)c1ccccc1	0	7	-2	2	-8	-1	3	-2	0	-1.0
O=C(OC12CCCN(C1)/C(=C/c1ccc(Cl)cc1)C2)c1ccc(F)cc1 (configuration not stated)	-1	.	-1	-2	7	7	-3	-1	.	.
CCc1nc2c(OCc3ccc(C(=O)OC)cc3)cccn2c1N(C)C(=O)c1ccc(C)cc1	-5	2	-6	-1	0	2	0	-2	.	-0.5
O=C(CCOc1ccccc1)Nc1ccc(S(=O)(=O)N2CCCC2)cc1	0	0	-3	2	0	-4	-7	-3	-9	-5.1
COc1ccc(-n2c(=O)/c(=C\c3cccs3)s/c2=C(/C#N)C(=O)N2CCN(C)CC2)cc1	3	-1	3	-8	4	-3	-4	4	0	-3.1
Cc1cc(=O)oc2cc(OC(=O)c3nn(C(C)C)c(=O)c4ccccc34)ccc12	3	4	3	-3	0	4	3	5	-1	1.0
CCc1nc2sc3c(=O)[nH]cnc3c2c2c1CSC(C)(C)C2	-3	8	-7	2	5	3	-5	1	5	1.8
COCCN(CCOC)c1nc(-c2ccc(Cl)cc2)nc2ccccc12	2	-5	3	3	1	-16	-4	-2	-25	0.2
Cn1c(=O)oc2cc(S(=O)(=O)N3CCN(c4cccc(Cl)c4)CC3)ccc21	-2	-6	2	-4	-3	3	1	2	-4	-0.7
COCC(=O)Nc1cc(Cl)ccc1C	1	3	-2	-6	-2	-1	1	-3	-9	-0.8
CSc1c(CN2CCN(C)CC2)c2ccccc2n1C	-2	1	1	0	0	-3	-11	-3	.	-1.9
CC(C)c1nc(NCCO)c2nnn(Cc3ccccc3)c2n1	2	5	-6	-1	-3	-4	-2	-1	6	-1.2
Cc1coc(NC(=O)CSc2nc(-c3ccc(Cl)cc3)cc(C(F)(F)F)c2C#N)n1	1	10	78*	-2	4	-3	-2	-1	-9	0.2
CC(=O)c1ccc(N2CCN(C(=O)C(=O)c3c(C)[nH]c4ccccc34)CC2)cc1	-2	3	-1	2	5	8	0	-2	-3	-3.3
COc1ccc(C(NC(=O)c2ccc(-c3ccccc3)cc2)c2ccccc2)cc1 (configuration not stated)	-2	-1	6	-2	5	-1	3	3	-6	3.7

Of the compounds above, these have an aryl methoxy group:
SMILES	UHRF1 MBD2 ctr	TCR-CD3 inh	NR1D1 modulator	LEDGF integ inh	rCAG binder	mABHD4 FP	MBD2 inh	PRMT1 FP inh	HTRA1 inh	PG9 binder
COc1ccc(NC(=O)CN(C)C(=O)CCC(=O)c2ccc(C)cc2)cc1	0	-6	-4	-2	1	2	-3	-5	-9	-1.3
COc1ccc(-n2c(=O)/c(=C\c3cccs3)s/c2=C(/C#N)C(=O)N2CCN(C)CC2)cc1	3	-1	3	-8	4	-3	-4	4	0	-3.1
COc1ccc(C(NC(=O)c2ccc(-c3ccccc3)cc2)c2ccccc2)cc1 (configuration not stated)	-2	-1	6	-2	5	-1	3	3	-6	3.7

(next part)
SMILES	UHRF1 MBD2 ctr	TCR-CD3 inh	NR1D1 modulator	LEDGF integ inh	rCAG binder	mABHD4 FP	MBD2 inh	PRMT1 FP inh	HTRA1 inh	PG9 binder
Cc1ccc(C(=O)Nc2cccc(C(=O)N/N=C/c3ccc(O)cc3)c2)cc1	-1	4	-1	1	4	-22	-1	-2	-29	-0.4
CCOC(=O)CSc1ccc(C(=O)NCCN2CCOCC2)cc1[N+](=O)[O-]	3	-6	-3	0	0	5	1	4	11	-1.1
O=C(NN1CCCCC1)c1ccccc1	2	-3	0	-2	-1	0	4	-1	-4	-1.2
COc1cccc(C2c3[nH]c4ccccc4c3C[C@H]3C(=O)N(C4CCN(Cc5ccccc5)CC4)CC(=O)N23)c1 (some centres not stated)	1	5	0	0	5	1	-2	-4	-10	0.2
CCOc1ccc(C(=O)CCc2nc3ccccc3s2)cc1	1	-8	-1	-1	-4	-10	2	-2	-19	1.5
O=C(NCc1ccc(F)cc1)c1c2c(nc3ccccc13)CCC2	3	9	-5	1	23	14	4	6	3	-0.6
CN1CCN(S(=O)(=O)c2ccc(Nc3ccc(F)cc3)nc2)CC1	0	2	0	3	1	3	1	-4	2	1.0
CC(C)n1c(-c2ccccc2)nc(=S)c2c1CCCC2	2	-5	-5	-7	1	13	1	36*	.	-1.0
COCCNC(=O)CN1C(=O)CC(C)(C)S(=O)(=O)c2ccccc21	-4	4	-1	1	2	-3	0	-4	3	-1.5
Cc1cc(C)c2c(=O)[nH]c(SCC(=O)NCc3ccccc3)nc2n1	-1	0	2	-1	-2	1	-6	-4	-3	2.9

Individual results from the results shown:
Cc1ccc(C(=O)Nc2cccc(C(=O)N/N=C/c3ccc(O)cc3)c2)cc1 in NR1D1 modulator → -1
COc1cccc(C2c3[nH]c4ccccc4c3C[C@H]3C(=O)N(C4CCN(Cc5ccccc5)CC4)CC(=O)N23)c1 (some centres not stated) in PG9 binder → 0.2
O=C(NN1CCCCC1)c1ccccc1 in PG9 binder → -1.2
CN1CCN(S(=O)(=O)c2ccc(Nc3ccc(F)cc3)nc2)CC1 in mABHD4 FP → 3
CCOC(=O)CSc1ccc(C(=O)NCCN2CCOCC2)cc1[N+](=O)[O-] in mABHD4 FP → 5
CCOc1ccc(C(=O)CCc2nc3ccccc3s2)cc1 in mABHD4 FP → -10

The list continues.
SMILES	UHRF1 MBD2 ctr	TCR-CD3 inh	NR1D1 modulator	LEDGF integ inh	rCAG binder	mABHD4 FP	MBD2 inh	PRMT1 FP inh	HTRA1 inh	PG9 binder
CC1(c2cccc(Br)c2)NC(=O)N(CC(=O)Nc2ccc(F)cc2)C1=O (configuration not stated)	4	-10	6	-3	2	-13	-2	7	-20	-0.7
CC(=O)Nc1cccc(-c2nc3ccccc3[nH]2)c1	-1	-5	-3	1	0	-1	4	-4	5	0.8
COC(=O)Cn1cc(/C=C/c2cc[n+](C)cc2)c2ccccc21	-87	6	55*	3	-45	-6	-25	4	0	-2.6
COc1ccc(NC(=O)N(C)C[C@@H]2OCc3cnnn3CCCC(=O)N([C@H](C)CO)C[C@H]2C)c(OC)c1	-2	-5	6	-1	2	3	-5	2	.	-1.5
CCN(C(=O)COC(=O)c1ccccc1NCCO)c1cccc2ccccc12	91*	5	-2	-2	-7	-9	4	2	-3	1.6
O=C(Nc1cc(C(F)(F)F)cc(C(F)(F)F)c1)Nc1cnn(-c2ccc([N+](=O)[O-])cc2)c1C(F)(F)F	2	2	-3	-4	0	3	1	0	3	-1.7
CCOc1ccc(C(O)(CCC(C)C)C(CN2CCOCC2)c2ccccc2)cc1 (configuration not stated)	1	8	-1	1	0	-6	-1	0	-12	-0.8
COc1cc2c(cc1OC)C(c1ccccc1[N+](=O)[O-])N(C(C)=O)CC2 (configuration not stated)	0	4	0	-3	0	-1	-4	1	3	-1.6
CCOC(=O)N1CCC(N2C(=O)c3ccc(C(=O)NCCOC)cc3C2=O)CC1	0	0	-8	-4	-5	4	7	3	3	0.5
Nc1[nH]n2c(=O)c3c(nc2c1N=Nc1ccc(Cl)cc1)CCCC3	-9	3	12	-4	16	31*	-3	-2	4	-2.8
CCOC(=O)CN1C(=O)C(O)(CC(=O)c2ccccn2)c2ccccc21 (configuration not stated)	-3	9	1	3	2	-2	-4	-3	-3	-0.3
COc1cccc(CN(C)C(=O)c2ccccc2SCC(=O)N2CCCC2)c1	0	-4	-4	-1	-7	1	1	0	1	-1.2
CN(C)Cc1ccccc1CCc1ccccc1	1	-1	-5	3	-2	2	2	-6	.	-2.0
CC(=O)c1ccc(N2CCN(c3ncccn3)CC2)cc1	2	0	-6	-1	4	-16	9	-1	-2	0.9
C/C(=C\c1ccc(F)cc1)C(=O)c1c(C)cc(C)[nH]c1=O	0	-7	4	-6	-4	7	-1	-2	1	0.1
C=CCNC(=O)C(=O)NCC(c1ccc2c(c1)OCO2)N1CCN(c2ccc(F)cc2)CC1 (configuration not stated)	-2	4	0	2	-1	-5	3	-2	2	-0.2
O=C(CCN1CCOCC1)N1c2ccccc2Sc2ccc(Cl)cc21	1	-3	-8	17*	-6	5	4	5	0	-1.1
O=C(c1ccc(F)cc1)N1CCN(S(=O)(=O)c2ccc3c(c2)OCCO3)CC1	1	-2	7	3	0	3	5	2	-3	0.6
C=CCn1c(=O)c2c(nc3n2CCS3)n(C)c1=O	3	-8	-1	1	-1	-2	-3	-1	3	-0.2
O=c1sc2ccccc2n1Cc1ccccc1	-1	2	0	-1	0	2	-6	1	-5	-0.1
Cc1ccc2[nH]c(=O)c(C(c3nnnn3C3CCCC3)N3CCCc4ccccc43)cc2c1 (configuration not stated)	-3	-1	-5	8	5	5	-9	35*	-6	-0.5
O=C(COc1ccc(S(=O)(=O)N2CCCCC2)cc1)NCc1ccccn1	-3	4	0	3	-6	-5	-4	-3	-1	-1.5
Nc1nnnn1/N=C/c1ccccc1O	1	0	-1	-5	9	1	2	2	3	0.6
COc1ccc(S(=O)(=O)N2CCc3ccccc32)cc1C(=O)NC1(C)CCS(=O)(=O)C1 (configuration not stated)	-1	-1	2	0	2	4	7	0	7	-0.4
COc1ccc(/C=N/NC(=O)CCCOc2ccc(Cl)cc2Cl)cc1	0	0	0	0	4	-22	4	-2	-65	-1.3
CCCn1c(N)c(N(CCOC)C(=O)c2ccc(C#N)cc2)c(=O)[nH]c1=O	0	1	1	-2	3	3	0	3	9	0.1
COC(=O)c1ccc(/C=C/C(=O)O)cc1	-1	9	-1	-1	2	1	-4	-1	6	0.8
CC1C(c2ccccc2)=[N+]([O-])C2(CCCCC2)N1O (configuration not stated)	2	-2	0	-1	-1	0	-4	-2	4	1.9

Single records, from the list above. Order of values: UHRF1 MBD2 ctr | TCR-CD3 inh | NR1D1 modulator | LEDGF integ inh | rCAG binder | mABHD4 FP | MBD2 inh | PRMT1 FP inh | HTRA1 inh | PG9 binder
COc1ccc(S(=O)(=O)N2CCc3ccccc32)cc1C(=O)NC1(C)CCS(=O)(=O)C1 (configuration not stated) is entered as -1 | -1 | 2 | 0 | 2 | 4 | 7 | 0 | 7 | -0.4
O=C(COc1ccc(S(=O)(=O)N2CCCCC2)cc1)NCc1ccccn1 is entered as -3 | 4 | 0 | 3 | -6 | -5 | -4 | -3 | -1 | -1.5

Only part of the results is shown; the hit share may differ from the screen's.
